SENP8 block-1 – blocks the human protease SENP8. purified SENP8, Z-RLRGG-aminoluciferin cleavage, luminescence. inhibition, % at 10 µM. actives 1.2% (n = 330,000). AID 2540; in the data active means inhibition above about 50%
Target sequence (Q96LD8 whole entry, looked up): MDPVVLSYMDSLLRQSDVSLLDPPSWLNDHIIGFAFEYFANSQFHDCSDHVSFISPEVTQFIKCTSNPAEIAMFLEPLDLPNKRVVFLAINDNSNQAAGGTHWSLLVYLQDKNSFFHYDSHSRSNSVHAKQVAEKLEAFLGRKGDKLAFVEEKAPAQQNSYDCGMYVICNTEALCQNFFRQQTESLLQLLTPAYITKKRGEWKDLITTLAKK
UBC13 inh – inhibitors of human UBC13 polyubiquitin chain formation; TR-FRET; actives 0.47% (n = 330,000); P61088; inhibition, % at 20 µM; in the data active means inhibition above about 45%, passing the limit was not always enough
Target sequence (P61088 whole entry, looked up): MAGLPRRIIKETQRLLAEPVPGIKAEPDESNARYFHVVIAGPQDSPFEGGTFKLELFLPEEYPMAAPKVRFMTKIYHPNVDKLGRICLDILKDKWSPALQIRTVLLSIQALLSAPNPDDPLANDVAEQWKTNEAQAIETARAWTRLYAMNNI
SENP8 block-2 – inhibitors of human SENP8 protease; Q96LD8; recombinant SENP8, Nedd8 substrate fluorescence; inhibition, % at 20 µM; actives 0.64% (n = 360,000); AID 602440; in the data active means inhibition mostly above about 40%, no sharp cut-off; inactive means mostly below about 27%
SENP1 FRET inh – blocks the human SENP1 SUMO protease catalytic domain. Q9P0U3. recombinant SENP1 catalytic domain, CyPet-SUMO1-YPet FRET cleavage. inhibition, % at 10 µM. actives 0.21% (n = 360,000). AID 624204;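 active means inhibition at least 30% at 10 µM, raw YFP signal under a set limit, fluorescence ratio 0.5 to 1.5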;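 further: 0% = enzyme with DMSO and 100% = no enzyme wells; some results filed as inactive read as strong as hits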
Target sequence (Q9P0U3 419-644 limits assumed): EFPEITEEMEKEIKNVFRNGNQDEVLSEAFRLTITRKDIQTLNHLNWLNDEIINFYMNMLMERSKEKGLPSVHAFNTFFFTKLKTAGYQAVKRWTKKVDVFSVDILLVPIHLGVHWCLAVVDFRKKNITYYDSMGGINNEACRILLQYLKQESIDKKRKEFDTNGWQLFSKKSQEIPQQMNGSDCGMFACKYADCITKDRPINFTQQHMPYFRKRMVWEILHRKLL
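Assay system – human recombinant His6-tagged SENP1 catalytic domain enzyme · Input – SENP1 enzyme, 20 pM final · Buffer or medium – Tris pH 8 buffer plus EDTA, NaCl, BME, BSA, NP40, catalase · Schedule – 50 min reaction at room temperature · Technique – FRET read of cyan and yellow fluorescence · Control set – no-enzyme wells low, DMSO-plus-enzyme wells high control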
Apaf-1 inh – blocks human Apaf-1 apoptosome activity; inhibition, % at 20 µM; actives 0.71% (n = 330,000); AID 489030; reconstituted apoptosome caspase-3 activity, DEVD-Rh110 fluorescence; active means inhibition of at least 40% at 20 µM;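 further: plate controls were DMSO wells for no effect and DEVD-CHO caspase inhibitor wells for full effect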
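detection = Rh110 fluorescence intensity | test system = biochemical Apaf-1 apoptosome reconstitution | also added = cytochrome c and DEVD-Rh110 substrate | schedule = 30 min plus 50 min, RT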
APOBEC3G inh – blocks human APOBEC3G single-stranded DNA deamination; recombinant A3G, ssDNA deamination FAM/TAMRA fluorescence; actives 0.28% (n = 330,000); inhibition, % at 20 µM; Q9HC16;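 active means inhibition of at least 40% at 20 µM, with no more than 30% in the related APOBEC3A deaminase screen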;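 further: plate controls were DMSO wells with A3G for no effect and wells lacking A3G enzyme for full effect; some compounds called inactive have numbers as strong as hits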
SENP7 block – inhibitors of human SENP7 protease | Q9BQF6 | recombinant SENP7, Z-RLRGG-aminoluciferin luminescence, 40 min | inhibition, % at 5 µM | actives 1.5% (n = 330,000);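 active means inhibition above about 50% at the single test dose, limit read from the data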;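 further: plate controls were DMSO with enzyme for no effect and no enzyme buffer wells for full effect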
SENP6 block – blocks the human protease SENP6; Recombinant SENP6 catalytic domain, aminoluciferin luminescence; Q9GZR1; inhibition, % at 10 µM; actives 1.8% (n = 330,000); AID 2599;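 active means inhibition above about 50% at the single tested dose, limit read from the data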;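 further: plate controls were DMSO wells with enzyme for no effect and DMSO wells lacking enzyme for full effect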
Target sequence (Q9GZR1 628-1112 limits assumed): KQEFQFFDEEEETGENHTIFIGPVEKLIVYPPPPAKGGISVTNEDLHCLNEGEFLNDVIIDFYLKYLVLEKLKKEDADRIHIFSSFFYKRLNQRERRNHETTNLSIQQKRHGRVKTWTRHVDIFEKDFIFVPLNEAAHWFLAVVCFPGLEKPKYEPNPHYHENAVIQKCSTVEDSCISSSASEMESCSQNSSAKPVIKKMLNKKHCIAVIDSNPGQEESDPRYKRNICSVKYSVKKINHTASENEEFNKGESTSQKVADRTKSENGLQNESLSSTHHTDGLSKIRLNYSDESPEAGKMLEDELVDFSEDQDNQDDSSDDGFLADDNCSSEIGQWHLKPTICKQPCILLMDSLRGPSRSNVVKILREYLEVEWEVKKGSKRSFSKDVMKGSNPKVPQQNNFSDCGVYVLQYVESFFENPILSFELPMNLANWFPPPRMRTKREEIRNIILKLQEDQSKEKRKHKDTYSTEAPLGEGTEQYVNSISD
The depositor's hits bear a star.

Abbreviations: A = SENP8 block-1; B = UBC13 inh; C = SENP8 block-2; D = SENP1 FRET inh; E = Apaf-1 inh; F = APOBEC3G inh; G = SENP7 block; H = SENP6 block
COc1cc(C2C3=C(CCCC3=O)Nc3ccc4ncccc4c32)ccc1O (stereo unspecified)
  A: -4	B: -7	C: -215	D: -11	E: -25	F: -11	G: -7	H: -5

CCOC(=O)CC(=O)CSc1nc2ccc(OC)cc2cc1C
  A: -8	B: -5	C: 2	D: 4	E: 6	F: -1	G: -7	H: -5

COc1ccccc1CNC(=O)C1CCC(=O)N(CCCc2ccccc2)C1 (stereo unspecified)
  A: 2	B: -4	C: 14	D: 0	E: 1	F: -3	G: -2	H: 9

CCOc1ccc(NC(=O)CN(C)C(=O)c2cc(C3CC3)nn2-c2ccccc2)cc1OCC
  A: -3	B: 1	C: 15	D: -1	E: 3	F: -10	G: -4	H: -3

COC(=O)C1CC(c2ccc(Cl)cc2)=NO1 (stereo unspecified)
  A: -5	B: 6	C: 4	D: 1	E: -11	F: -4	G: 20	H: -26

O=C(N/N=C/c1ccc(OC(=O)c2ccc(Br)cc2)cc1)c1ccncc1
  A: 3	B: 2	C: 4	D: 3	E: 2	F: 6	G: 10	H: 3

O=C(COn1nnc2ccc(S(=O)(=O)N3CCOCC3)cc21)NCCc1ccccc1
  A: 1	B: -3	C: 16	D: 3	E: 1	F: -6	G: -5	H: -15

COc1ccc2c(C)c(CCC(=O)NC3CC3)c(=O)oc2c1
  A: 0	B: 9	C: -172	D: 1	E: -6	F: -6	G: 1	H: -5

COc1ccc(/C=C(\NC(=O)c2ccccc2)C(=O)NCC2CCCO2)cc1 (stereo unspecified)
  A: -7	B: -16	C: 11	D: -4	E: 2	F: -6	G: -4	H: 2

O=C(c1cccc(NS(=O)(=O)c2ccccc2)c1)N1CCCCC1
  A: 0	B: 0	C: 15	D: 2	E: 4	F: 3	G: 7	H: 3

Cc1ccc(C(=O)N2CCN(c3ccc(N4CCOCC4)nn3)CC2)cc1C
  A: -2	B: 10	C: -442	D: -22	E: -1	F: -2	G: 6	H: -10

CC1(C)O[C@@H](CC(=O)O)[C@]23CO[C@H](C(=O)[C@]4(C)C2CC[C@@]2(C)[C@H](c5ccoc5)OC(=O)C5O[C@]524)[C@@H]13 (stereo partly specified)
  A: 0	B: 3	C: 3	D: 0	E: 4	F: -3	G: -4	H: 2

CCCOP(=O)(OCCC)C(Nc1cccc(C(F)(F)F)c1)c1ccc(C)cc1 (stereo unspecified)
  A: -12	B: -9	C: 9	D: -1	E: 27	F: -4	G: -13	H: -11

Cc1[nH]c2ccccc2c1N=Nc1ccc(F)cc1
  A: -8	B: -2	C: 47*	D: 4	E: -10	F: -8	G: -6	H: 15

COc1ccccc1CNC(=O)C(=O)NCC1CCCN1S(=O)(=O)c1cccs1 (stereo unspecified)
  A: -2	B: -11	C: 0	D: -8	E: 19	F: -11	G: -10	H: -21

COc1cccc(-n2nnnc2SCC(=O)NCc2ccc3c(c2)OCO3)c1
  A: 2	B: -8	C: 16	D: 0	E: 5	F: 10	G: 1	H: 5

COc1ccc(-c2nc3ccccc3c(=O)n2-c2c(C)n(C)n(-c3ccccc3)c2=O)cc1
  A: 2	B: -6	C: 14	D: 2	E: -10	F: 9	G: 9	H: 0

Cc1ccccc1C(=O)NC(=S)Nc1ccc(N2CCN(C(=O)c3ccccc3)CC2)cc1
  A: 5	B: 22	C: 13	D: 1	E: 16	F: -5	G: -7	H: 3

CC(=O)c1ccc(NC(=O)CCOc2cc(C)ccc2C)cc1
  A: 1	B: 8	C: 26	D: 1	E: 15	F: -5	G: 0	H: 3

c1ccc(-c2nnc(-c3ccncc3)o2)cc1
  A: -2	B: 2	C: 39	D: 0	E: -4	F: -2	G: -6	H: 6

CCCCCCc1ccc(OC(=O)c2ccncc2)cc1
  A: -3	B: 6	C: 6	D: 1	E: 8	F: -10	G: -2	H: -11

Cc1ccc(-n2c(SCC(N)=O)nc3c(c2=O)C2(CCCC2)Cc2ccccc2-3)cc1
  A: -7	B: 35	C: -79	D: 0	E: 14	F: -1	G: -15	H: 0

Nc1ccc(-c2nc3c(Cl)c(N)ccc3[nH]2)cc1
  A: -5	B: -42	C: -292	D: -13	E: -9	F: -4	G: 12	H: 21

Cc1oc(-c2cccc(Cl)c2)nc1CSCC(=O)O
  A: -15	B: -4	C: 11	D: -2	E: 9	F: -9	G: -1	H: -12

COc1ccc(NC(=O)c2nc3ccccc3s2)cc1
  A: 95*	B: 7	C: 9	D: 0	E: -1	F: -5	G: 97*	H: 95*

NC(=O)c1ccc(SCC(=O)OCC(=O)N2CCN(C(=O)c3ccco3)CC2)c([N+](=O)[O-])c1
  A: -1	B: 9	C: -15	D: 0	E: 0	F: -6	G: 7	H: 13

Cc1ccc(NC(=O)CN2CCN(Cc3ccccc3)CC2)c(Br)c1
  A: -2	B: -10	C: 9	D: 0	E: 24	F: 24	G: 10	H: 16

CS(=O)(=O)c1ccc2nc(NC(=O)CC3CCCC3)sc2c1
  A: -11	B: -9	C: -5	D: -11	E: 10	F: 11	G: -2	H: -25

CC(=O)Nc1ccc(S(=O)(=O)N(C)CC(=O)N2CCN(C(=O)c3ccco3)CC2)cc1
  A: -7	B: -9	C: -3	D: 1	E: -3	F: -5	G: 8	H: 2

Cc1ccc(C(=O)CCC(=O)N(C)CC(=O)Nc2ccccc2Br)cc1
  A: -2	B: 13	C: 1	D: 2	E: -4	F: -7	G: 6	H: 12

O=C(NC(c1ccccc1)c1ccccc1)c1ccc(S(=O)(=O)C(F)F)cc1
  A: -5	B: -6	C: 2	D: 0	E: 4	F: -3	G: -2	H: -12

COc1ccc(CNC(=O)COc2ccc(S(=O)(=O)N3CCCCC3)cc2)cc1
  A: 2	B: 2	C: 7	D: 0	E: 12	F: 5	G: 7	H: -4

O=C(Nc1ccc(C(=O)N2CCOCC2)cc1)Nc1cccc(C(F)(F)F)c1
  A: -1	B: 3	C: 0	D: 2	E: 3	F: -5	G: -3	H: 5

CCOc1ccccc1N(CC(=O)Nc1ccc(S(=O)(=O)N2CCOCC2)cc1)S(C)(=O)=O
  A: -4	B: -3	C: 14	D: 0	E: 5	F: -9	G: -5	H: -42

Cc1ccc(NC(c2ccccc2)c2nc3ccccc3[nH]c2=O)cc1 (stereo unspecified)
  A: -6	B: -8	C: 18	D: 5	E: 9	F: -5	G: -4	H: -2

c1ccc(SCCN2CCc3ccccc3C2)cc1
  A: -7	B: -20	C: 32	D: -3	E: 1	F: -4	G: -8	H: -6

COc1ccc(NC(=O)c2ccc(F)c(F)c2)c2ccccc12
  A: 2	B: -4	C: 22	D: 2	E: 16	F: 0	G: -10	H: -23

C=CCN1C(=NC(=O)CC)SC2CS(=O)(=O)CC21 (stereo unspecified)
  A: -10	B: -1	C: 7	D: 0	E: -11	F: -3	G: 3	H: -26

COc1ccc(C(=O)/C(=C/N(C)C)S(=O)(=O)c2ccccc2)cc1
  A: -2	B: 5	C: 13	D: 1	E: 12	F: -3	G: 12	H: -3

O=S(=O)(Nc1ccccc1N1CCCCC1)c1ccc(F)cc1F
  A: 2	B: -9	C: 5	D: 4	E: 2	F: -2	G: 7	H: 0

COc1ccc([N+](=O)[O-])cc1NC(=O)COC(C)=O
  A: -2	B: -1	C: 10	D: 1	E: 1	F: -7	G: -3	H: 2

CC(=O)N1N=C(c2ccc(C)cc2)OC1c1ccc(C)cc1 (stereo unspecified)
  A: 3	B: 3	C: 5	D: 1	E: 3	F: -6	G: 20	H: 46

Cc1ccc(C(=O)Nc2cccc(C(=O)NC3CCCCC3)c2)cc1
  A: 0	B: -3	C: 7	D: 0	E: 14	F: 0	G: 5	H: 0

COc1ccc(CCNC(=O)c2ccc(-c3ccc([N+](=O)[O-])cc3Cl)o2)cc1
  A: -7	B: -9	C: 19	D: -4	E: 6	F: -4	G: -2	H: -2

C=CCNC(=O)COC(=O)C1CCN(S(=O)(=O)c2ccc3c(c2)OCCO3)CC1
  A: 0	B: -4	C: 12	D: 0	E: 8	F: 4	G: -2	H: 1

Nc1cc(-c2ccc(Br)cc2)[nH]n1
  A: -10	B: 6	C: 26	D: 0	E: 9	F: -2	G: 6	H: -25

CSc1cccc(NS(=O)(=O)c2cccc3nsnc23)c1
  A: -9	B: -17	C: 18	D: -4	E: 10	F: -3	G: -2	H: -2

O=C(COC(=O)c1cc(S(=O)(=O)N2CCOCC2)ccc1O)NCC1CCCO1 (stereo unspecified)
  A: 4	B: 3	C: -68	D: 2	E: -7	F: -9	G: 7	H: 14

Cc1ccnc(NC(=O)CCC(=O)N(CC(=O)NCc2ccccc2)Cc2ccco2)c1
  A: -10	B: -8	C: 8	D: 2	E: -2	F: -6	G: 6	H: -3

COc1ccccc1CNC(=O)C/C(C)=N/NC(=O)COc1ccc(C)cc1Br
  A: -9	B: -9	C: 14	D: 2	E: 3	F: -8	G: -2	H: -7

Three entries already listed, ordered by heavy-atom count, low to high.
Abbreviations: A = SENP8 block-1; B = UBC13 inh; C = SENP8 block-2; D = SENP1 FRET inh; E = Apaf-1 inh; F = APOBEC3G inh; G = SENP7 block; H = SENP6 block
COc1ccc([N+](=O)[O-])cc1NC(=O)COC(C)=O
  A: -2	B: -1	C: 10	D: 1	E: 1	F: -7	G: -3	H: 2

C=CCNC(=O)COC(=O)C1CCN(S(=O)(=O)c2ccc3c(c2)OCCO3)CC1
  A: 0	B: -4	C: 12	D: 0	E: 8	F: 4	G: -2	H: 1

Cc1ccnc(NC(=O)CCC(=O)N(CC(=O)NCc2ccccc2)Cc2ccco2)c1
  A: -10	B: -8	C: 8	D: 2	E: -2	F: -6	G: 6	H: -3

Next section:
Abbreviations: A = SENP8 block-1; B = UBC13 inh; C = SENP8 block-2; D = SENP1 FRET inh; E = Apaf-1 inh; F = APOBEC3G inh; G = SENP7 block; H = SENP6 block
CCc1cccc(C)c1NC(=O)c1ccoc1C
  A: -4	B: -1	C: 26	D: -3	E: 5	F: -6	G: -8	H: 5

CC(C)CC(NC(=O)C(Cc1ccc(OCc2ccccc2)cc1)NC(=O)OC(C)(C)C)C(N)=O (stereo unspecified)
  A: -5	B: -15	C: 7	D: -1	E: 15	F: -5	G: -9	H: -22

CC1CCCN(S(=O)(=O)c2cccc([N+](=O)[O-])c2)C1 (stereo unspecified)
  A: -8	B: 3	C: 20	D: 1	E: 1	F: -8	G: 2	H: -5

COC(=O)c1cc(S(=O)(=O)NCCc2ccc(Cl)cc2)c[nH]1
  A: -4	B: 1	C: 4	D: -1	E: 11	F: -9	G: 2	H: -2

Cc1c(C(=O)NN)nn(-c2ccc(Cl)cc2)c(=O)c1C#N
  A: 4	B: -10	C: -7	D: 1	E: 20	F: -5	G: -5	H: 27

CCN(CC(=O)Nc1ccc(NC(C)=O)cc1)C(=O)/C=C/c1cn(-c2ccccc2)nc1-c1ccc(F)cc1
  A: -1	B: 0	C: -25	D: -1	E: 18	F: -9	G: 1	H: -6

O=C(CSc1ccccc1)Nc1ccc(N2CCOCC2)cc1
  A: 4	B: 7	C: 16	D: 3	E: -10	F: -3	G: 3	H: 10

Cc1c(C)c2ccc(OCC(=O)Nc3ccccc3C(N)=O)cc2oc1=O
  A: -3	B: -2	C: 39	D: -1	E: 0	F: -10	G: -15	H: -9

Cc1c(NS(=O)(=O)c2cc(C(=O)OCC(=O)N3CCC(C)CC3)ccc2Cl)c(=O)n(-c2ccccc2)n1C
  A: -11	B: -16	C: 5	D: 0	E: 6	F: -5	G: -7	H: 7

In the list so far, these contain a COOH group.
Abbreviations: A = SENP8 block-1; B = UBC13 inh; C = SENP8 block-2; D = SENP1 FRET inh; E = Apaf-1 inh; F = APOBEC3G inh; G = SENP7 block; H = SENP6 block
CC1(C)O[C@@H](CC(=O)O)[C@]23CO[C@H](C(=O)[C@]4(C)C2CC[C@@]2(C)[C@H](c5ccoc5)OC(=O)C5O[C@]524)[C@@H]13 (stereo partly specified)
  A: 0	B: 3	C: 3	D: 0	E: 4	F: -3	G: -4	H: 2

Cc1oc(-c2cccc(Cl)c2)nc1CSCC(=O)O
  A: -15	B: -4	C: 11	D: -2	E: 9	F: -9	G: -1	H: -12

Compound activity (PubChem)

An unsorted share of the library; any-hit rate near 3.6%.
